High-throughput results as filed in PubChem.
rCAG binder = binds r(CAG) RNA repeats; AID 651821; inhibition, % at 3 µM; 1.3% of 370,000 active; r(CAG) RNA repeat, TO-PRO-1 dye displacement fluorescence;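 active = inhibition above the plate cutoff, the mean of all test compounds on that plate plus 3 SD, cut at about 35% in these data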;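 also: 0% = DMSO alone and 100% = 100 µM mitoxantrone as full dye displacement; higher means more dye released from RNA so lower well fluorescence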
ABHD4 inh = inhibitors of mouse ABHD4 | Q8VD66 | purified mABHD4, FP-Rh probe fluorescence polarization | inhibition, % at 8.92 µM | 0.54% of 370,000 active | AID 720543;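 active = inhibition exceeding the mean over every tested compound plus 3 SD, cut at about 30% in these data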;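 also: 0% = plate median of compound wells and 100% = S159A mutant with DMSO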
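Assay system: mABHD4 protein; medium: HEPES pH 7.0, NaCl, Pluronic buffer; dosing: 8.92 µM, single dose; schedule: 45 min + 60 min at 25 °C; signal: FP readout, ex 525 nm / em 598 nm; read-out: normalized percent inhibition of probe labeling; repeats: single replicate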
LEDGF integ inh = blocks HIV-1 LEDGF/p75-dependent DNA integration. TR-FRET IN-LEDGF/p75 DNA integration, Eu/Cy5. inhibition, % at 3.7 µM. 0.64% of 370,000 active;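 active = inhibition above the screen-wide mean plus 3 SD, cut at about 13% in these data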;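 also: signal is the Cy5 over europium emission ratio at 671 and 618 nm; 0% = plate median of compound wells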
MBD2 inh = blocks human MBD2 binding to methylated DNA | inhibition, % at 4.4 µM | AID 686964 | Q9UBB5 | 0.31% of 370,000 active | TR-FRET, MBD2 binding to methylated oligonucleotide; in the data active = inhibition above about 13%
Rev-erbA mod = modulates human Rev-erb alpha binding to DNA | P20393 | Rev-erbα–FITC-DNA binding, fluorescence polarization, 90 min | activity, % at 10 µM | 0.79% of 370,000 active;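 active = activity above about 14%, limit read from the data; passing the limit was not always enough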;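 also: 0% = DMSO wells with 35 nM protein and 100% = DMSO wells with 750 nM protein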
TCR CD3 inh = blocks the human TCR-CD3 interaction; TAMRA-labeled TCR probe fluorescence, biochemical; inhibition, % at 9.4 µM; 0.37% of 360,000 active; AID 651800; in the data active = inhibition above about 19%;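 also: recombinant mutant TCR 2C K166C tagged with TAMRA read by polarization; 0% = receptor in buffer alone and 100% = receptor with positive control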
PRMT1 FP inh = blocks human protein arginine methyltransferase 1; Q99873; recombinant PRMT1, activity-based probe fluorescence polarization; inhibition, % at 2.79 µM; 1.3% of 370,000 active; AID 652257;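 active = inhibition above about 21% made by adding two undisclosed values, limit read from the data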
PG9 Ab binder = small molecules binding HIV-1 gp120 antibody PG9. 0.43% of 360,000 active. inhibition, % at 6.7 µM. AID 624416. TR-FRET gp120-PG9 antibody binding; in the data active = inhibition above about 8.5%
HTRA1 inhibitor = inhibitors of human serine peptidase HTRA1; Q92743; recombinant HTRA1, FP-rhodamine activity-based probe, fluorescence polarization; inhibition, % at 5.96 µM; 0.5% of 340,000 active; AID 504803; in the data active = inhibition above about 36%;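 also: 0% = enzyme with DMSO and 100% = wells lacking enzyme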
UHRF1 MBD2 ctr = UHRF1 methyl-DNA binding inhibition; UHRF1 binding to methylated oligo, TR-FRET; inhibition, % at 4.4 µM; 0.75% of 370,000 active; in the data active = inhibition above about 21%;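 also: UHRF1 SRA domain binding a hemimethylated CpG hairpin DNA probe; 0% = median of test compound wells and 100% = reference inhibitor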
Target sequence (Q96T88 whole entry, looked up, the tested form may be a part): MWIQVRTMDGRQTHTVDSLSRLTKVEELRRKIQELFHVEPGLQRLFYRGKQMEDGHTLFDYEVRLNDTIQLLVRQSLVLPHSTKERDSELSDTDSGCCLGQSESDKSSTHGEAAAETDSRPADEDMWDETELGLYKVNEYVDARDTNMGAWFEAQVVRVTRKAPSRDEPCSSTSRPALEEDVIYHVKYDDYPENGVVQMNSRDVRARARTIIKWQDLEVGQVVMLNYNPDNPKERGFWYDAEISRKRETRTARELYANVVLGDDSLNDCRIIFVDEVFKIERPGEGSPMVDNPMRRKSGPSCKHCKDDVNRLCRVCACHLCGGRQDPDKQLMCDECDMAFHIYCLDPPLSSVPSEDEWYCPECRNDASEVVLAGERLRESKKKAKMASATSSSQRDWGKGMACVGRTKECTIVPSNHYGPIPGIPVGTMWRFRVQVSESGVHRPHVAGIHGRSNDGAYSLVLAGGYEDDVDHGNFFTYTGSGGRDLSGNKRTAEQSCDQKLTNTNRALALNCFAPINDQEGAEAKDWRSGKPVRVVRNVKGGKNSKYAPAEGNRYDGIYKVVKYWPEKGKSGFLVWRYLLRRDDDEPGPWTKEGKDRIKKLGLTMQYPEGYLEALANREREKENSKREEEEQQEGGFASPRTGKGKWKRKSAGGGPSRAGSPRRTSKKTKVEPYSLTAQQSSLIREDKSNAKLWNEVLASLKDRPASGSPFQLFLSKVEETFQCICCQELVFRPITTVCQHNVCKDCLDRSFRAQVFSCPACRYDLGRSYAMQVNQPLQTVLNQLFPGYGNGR
* marks the source's active call; other numbers are inactive results; · = not tested or not shown. The list is partial. The share of hits here may be higher or lower than overall.

Molecule	UHRF1 MBD2 ctr	HTRA1 inhibitor	PRMT1 FP inh	Rev-erbA mod	ABHD4 inh	PG9 Ab binder	LEDGF integ inh	MBD2 inh	TCR CD3 inh	rCAG binder
O=C(Nc1ccc(-c2ccccc2)cc1)c1ccc2c(c1)S(=O)(=O)c1ccccc1C2=O	-4	0	-1	3	-3	-0.3	0	4	8	10
O=c1c2ccccc2sc2c(CO)ccc(NCCN3CCCCC3)c12	-17	-3	11	6	-2	-1.8	-3	7	-2	8
Cc1ccc2ccccc2c1Cn1c(-n2ccnc2)nc2c1c(=O)n(C)c(=O)n2C	-1	-6	-1	-3	-1	1.3	4	-2	-3	-7
C=C(C)C(=O)Oc1ccc(N2C(=O)CCC2=O)cc1	-4	7	-1	3	-1	1.5	1	2	0	0
O=C(Cc1cccs1)N1CCN(S(=O)(=O)c2ccc(F)cc2)CC1	4	3	-1	0	1	-2.7	0	0	-4	-4
O=C(CCN1CCCCC1)NCC1OCCc2ccccc21 (stereo not drawn)	0	-5	-1	0	5	-0.7	-2	0	-1	-2
Cc1cc(C)n(CC(=O)NNC(=O)CCCOc2ccc(Cl)c(C)c2)n1	-3	-3	-1	-2	5	-5.0	2	1	-1	-4
c1csc(-c2nn3c(Cn4cnc5ccccc54)nnc3s2)c1	-1	0	3	-2	7	-1.1	-4	-1	-2	2
Cc1ccc(S(=O)(=O)NC2CC(C)(C)NC(C)(C)C2)c(C)c1C	0	8	-2	1	3	-2.0	-2	-4	2	2
CCc1cc(C(=O)N2CCCC(CCC(=O)NCc3cccc(OC)c3)C2)no1 (stereo not drawn)	3	-2	-2	-8	0	-0.8	1	4	6	-6
CS(=O)(=O)N(CC(=O)NCc1ccco1)c1cc(C(F)(F)F)ccc1Cl	2	-9	-3	-6	-3	-0.2	-1	0	3	-5
COc1ccc(N2C(=O)CC2(/C=C/c2ccccc2OC)C(=O)NC2CCCC2)cc1 (stereo not drawn)	0	-31	-2	1	-11	-1.3	-1	-5	6	-8
CCN(CC)S(=O)(=O)c1ccc(C(=O)OCn2nnc3ccccc3c2=O)cc1	0	-2	-3	3	-12	2.5	9	-6	-1	3
O=C1CCC(=O)N1CN(C(=O)c1ccco1)c1ccccc1	-1	-5	-1	4	4	0.0	0	1	2	-2
O=C(Nc1nccs1)c1ccc(-c2cccc([N+](=O)[O-])c2)o1	1	1	-1	-8	7	2.5	1	-3	6	0
CC(C)(C)OC(=O)N(Cc1ccccc1)Cc1ccc(OCc2cccc(NC(=O)C3CC3)c2)cc1	-4	-1	-2	-3	-5	-0.6	-1	-2	1	7
Cc1ccc(C(=O)/C=C\NCc2ccccc2)cc1	3	-15	1	-1	0	-0.2	0	2	1	1
COc1ccc(OCCCC(=O)N(C)CC(=O)Nc2ccccc2Cl)cc1	-1	2	1	-1	-5	-2.4	5	1	7	-4
O=C(CSc1cc([N+](=O)[O-])cc(S(=O)(=O)Cc2ccccc2)c1)NC1CC1	0	2	1	-2	-1	0.4	1	-3	-2	56*
O=C(CCN1C(=O)C2C3C=CC(C3)C2C1=O)Nc1ccc(F)cc1 (stereo not drawn)	6	1	3	-3	-1	3.0	-2	0	2	7
Cc1ccc(NC(=O)CCn2nnc3ccccc32)cc1	1	0	-2	5	1	-1.0	2	3	5	-1
CCOC1=C2[C@@H](CN(S(=O)(=O)c3ccc(C)cc3)[C@H]2c2cccc3ccccc23)[C@H]2C(=O)NC(=O)[C@H]2C1	-3	·	0	5	-1	-0.7	-4	1	-3	8
CN1C(=O)/C(=C2\SC(=S)N(CCCCCC(=O)O)C2=O)c2ccccc21	-1	10	0	-2	4	0.4	0	-3	1	1
O=c1ccc2cc(O)c(O)cc2o1	94*	3	32*	-9	50*	-4.6	94*	71*	15	9
Cc1ccc2oc(=O)n(CC(=O)c3ccc(F)cc3)c2c1	-2	-2	-3	-2	0	-4.3	0	-3	-9	2
O=C(NC1CC1)C1CC(=O)N(c2ccc(F)cc2)C1 (stereo not drawn)	0	-5	-5	-3	-7	-3.6	0	-2	5	4
O=C(COc1ccc(S(=O)(=O)N2CCOCC2)cc1)NCCCn1ccnc1	3	6	-2	1	4	0.9	1	-1	1	-1
COc1ccc(CCNC(=O)c2cc(-c3ccccc3OC)on2)cc1OC	1	-19	6	4	-11	1.7	-1	1	-4	-2
CN1C(=O)/C(=C2/C=CC=CN2C)OC1=S	0	4	4	1	3	-0.3	-2	1	-2	6
Cc1ccc(NC(=O)CCNC(=O)c2ccc([N+](=O)[O-])cc2)cc1S(=O)(=O)N1CCOCC1	1	3	-5	7	-5	-1.6	0	-5	2	1

As a working copy, some entries already given:
Molecule	UHRF1 MBD2 ctr	HTRA1 inhibitor	PRMT1 FP inh	Rev-erbA mod	ABHD4 inh	PG9 Ab binder	LEDGF integ inh	MBD2 inh	TCR CD3 inh	rCAG binder
Cc1ccc(C(=O)/C=C\NCc2ccccc2)cc1	3	-15	1	-1	0	-0.2	0	2	1	1
COc1ccc(OCCCC(=O)N(C)CC(=O)Nc2ccccc2Cl)cc1	-1	2	1	-1	-5	-2.4	5	1	7	-4
O=C(CSc1cc([N+](=O)[O-])cc(S(=O)(=O)Cc2ccccc2)c1)NC1CC1	0	2	1	-2	-1	0.4	1	-3	-2	56*
O=C(CCN1C(=O)C2C3C=CC(C3)C2C1=O)Nc1ccc(F)cc1 (stereo not drawn)	6	1	3	-3	-1	3.0	-2	0	2	7
Cc1ccc(NC(=O)CCn2nnc3ccccc32)cc1	1	0	-2	5	1	-1.0	2	3	5	-1
CCOC1=C2[C@@H](CN(S(=O)(=O)c3ccc(C)cc3)[C@H]2c2cccc3ccccc23)[C@H]2C(=O)NC(=O)[C@H]2C1	-3	·	0	5	-1	-0.7	-4	1	-3	8
CN1C(=O)/C(=C2\SC(=S)N(CCCCCC(=O)O)C2=O)c2ccccc21	-1	10	0	-2	4	0.4	0	-3	1	1
O=c1ccc2cc(O)c(O)cc2o1	94*	3	32*	-9	50*	-4.6	94*	71*	15	9
Cc1ccc2oc(=O)n(CC(=O)c3ccc(F)cc3)c2c1	-2	-2	-3	-2	0	-4.3	0	-3	-9	2
O=C(NC1CC1)C1CC(=O)N(c2ccc(F)cc2)C1 (stereo not drawn)	0	-5	-5	-3	-7	-3.6	0	-2	5	4
O=C(COc1ccc(S(=O)(=O)N2CCOCC2)cc1)NCCCn1ccnc1	3	6	-2	1	4	0.9	1	-1	1	-1
COc1ccc(CCNC(=O)c2cc(-c3ccccc3OC)on2)cc1OC	1	-19	6	4	-11	1.7	-1	1	-4	-2
CN1C(=O)/C(=C2/C=CC=CN2C)OC1=S	0	4	4	1	3	-0.3	-2	1	-2	6

Remaining list, next part
Molecule	UHRF1 MBD2 ctr	HTRA1 inhibitor	PRMT1 FP inh	Rev-erbA mod	ABHD4 inh	PG9 Ab binder	LEDGF integ inh	MBD2 inh	TCR CD3 inh	rCAG binder
CCCCCCCCCCCCN1[C@@H](CC(C)=O)c2cc(F)cc(F)c2S1(=O)=O	0	-5	-2	0	2	1.8	0	9	1	-2
CSc1cccc(N2CC(C(=O)Nc3ccccc3N3CCCC3)CC2=O)c1 (stereo not drawn)	2	3	-2	0	-2	-5.2	6	3	3	3
Cc1cccc(NC(=O)CSCC(=O)Nc2sccc2C#N)c1	-2	-4	12	3	-2	0.2	-3	-6	0	10
CCCc1cc(C(=O)Nc2sc(C)c(CC)c2C#N)no1	-1	2	3	4	-3	0.3	1	1	-1	9
CCSc1nnc(NC(=O)COc2ccc(Cl)cc2)s1	2	-5	-7	2	-9	0.8	5	-6	-8	2
O=C(Nc1nnc(CCN2CCCCC2)s1)c1cccc(Cl)c1	-2	6	-1	5	4	0.2	0	4	-4	-1
Fc1ccc2cnc(-c3ccccc3)c(-c3cccc(C(F)(F)F)c3)c2c1	1	-30	-2	1	-5	-3.1	-3	1	-2	-4
CCOC(=O)CCCNC(=O)CCNC(=O)c1ccc(OC)cc1	4	5	0	-2	-4	0.8	0	1	2	-4
CC(=O)c1cccc(CN2CCC(C(=O)Nc3cccc(-c4ccn[nH]4)c3)CC2)c1	0	-4	-1	1	-1	-0.5	0	1	2	-1
COc1ccc(C2(c3ccc(OC)cc3)NC(=O)N(CC(=O)Nc3ccc(C(=O)N(C)C)cc3)C2=O)cc1	0	-15	0	4	-7	0.1	0	2	-13	-2
CCc1nc2ccc(C(=O)NCCc3c[nH]c4ccccc34)cn2c1N(C)Cc1nccn1C	0	·	-2	-2	2	0.2	-1	0	0	3
COc1ccc(S(=O)(=O)NCC2CCCN(C(=O)CN3CCCCC3)C2)cc1 (stereo not drawn)	7	-7	-4	-7	-2	-2.4	4	3	0	-2
O=C(N1CCOCC1)N1CCN(S(=O)(=O)c2cccc([N+](=O)[O-])c2)CC1	-2	-7	-2	2	5	1.0	0	1	6	0
O=C(NC(=S)Nc1ccccc1O)c1cccnc1	-3	0	-1	-10	1	-1.7	4	-5	13	-2
COc1ccc(/C=N/Nc2cc(C)nc(N3CCOCC3)n2)cc1OC	4	·	1	-3	5	-0.6	-1	3	-4	-5
O=S(=O)(CCN1C=CC(C(F)(F)F)=NCC1)c1ccc(F)cc1	0	-4	-1	-2	1	0.5	0	-3	2	-5
COCCN(Cc1ccccc1)C(=O)C1CCN(S(=O)(=O)c2ccc3c(c2)OCCO3)CC1	0	-7	1	-1	-1	-0.8	-3	2	-1	-5
COC(=O)C1=C(C)N(C)C(=NCc2ccc3c(c2)OCO3)NC1c1ccc(F)cc1 (stereo not drawn)	3	·	-3	2	1	-0.6	1	3	0	9
CC(=O)c1ccc(NC(=S)NC(=O)CC(C)C)cc1	-2	-8	-2	-3	0	1.4	3	-1	5	-4
CCOC(=O)N/N=C/c1ccc(OCCSc2ccc(Cl)cc2)c(OCC)c1	2	-3	-4	3	-4	0.5	0	0	12	-1
COc1cc(/C=N/Nc2nc3ccccc3[nH]2)cc(OC)c1O	-8	12	5	10	38*	-17	-5	5	-4	1
COc1ccccc1C(=O)N/C(=C/c1ccc(Br)cc1)C(=O)NCCO	-1	3	-2	-3	-1	-0.3	1	-3	5	-5
COC(=O)C(NC(=O)c1c(C)nn(C)c1Cl)c1ccccc1 (stereo not drawn)	0	1	1	-7	5	-0.8	-1	-5	-2	-3
COc1ccc(NC(=O)c2ccc(NC(=O)COC(=O)c3cnc(C)cn3)cc2)cc1	-1	0	1	0	2	-1.0	1	-3	-4	4
CC(OC(=O)C1=COCCO1)C(=O)NC1CCCC(C)C1C (stereo not drawn)	1	3	-1	0	8	0.2	-1	7	2	-1
Fc1cccc2sc(Nc3nc4ccccc4s3)nc12	3	-13	-1	40*	4	14*	2	-1	-1	14
COc1ccc(Cl)cc1C(=O)Nc1ccc(S(N)(=O)=O)cc1	0	-11	2	2	2	0.6	-1	2	0	2
